Screening data: PubChem, National Center for Advancing Translational Sciences (NCATS)
NPC1 prom act = qHTS Assay for NPC1 Promoter Activators. AID 485313, 2010. hit rate 2.4% among 320,000. Potency, µM (titrated, usually from 9.22 µM), for inactives: at the highest dose activation, most hits filed as activators. Huh7 NPC1 promoter luciferase reporter, 24 h;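 note: potency is the fitted concentration of half-maximal effect; % of control where 0% means no effect; nearly all actives have a fitted effect of over 60% in size; reporter is driven by a mutant NPC1 promoter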
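Readout is luciferase luminescence, reflecting NPC1 promoter activation in stably transfected Huh7 cells after 24 h compound exposure at 37 °C in reduced-serum medium with 10% FBS.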
RORgamma inh = qHTS for inhibitors of ROR gamma transcriptional activity; Nuclear receptor ROR-gamma (Mus musculus), P51450; Drosophila S2 Gal4-RORgamma UAS-luciferase reporter, 20 h; Potency, µM (highest dose often 53.6 µM), inactives show at the highest dose activity change, negative = inhibition, hits mostly inhibitors; hit rate 5.4% among 310,000; note: potency is the fitted concentration of half-maximal effect; % is set by controls: 0 for no effect and ±100 for the full control effect; nearly all actives have a fitted effect of over 60% in size
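Luminescence from a UAS-regulated Photinus luciferase reporter in stably transfected Drosophila Schneider cells is measured; decreased signal marks ROR gamma inhibition. Fusion expression is induced by 700 uM copper sulfate for 20 hr.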
FLuc counter = qHTS profiling assay for firefly luciferase inhibitor/activator using purifed enzyme and Km concentrations of substrates (counterscreen for miR-21 project); AID 588342, 2011; purified FLuc, Km substrates, luminescence inhibition; Potency, µM (series often up to 57.5 µM), for the others: at the top dose activity change, negative = inhibition, actives largely listed as inhibitors; Luciferin 4-monooxygenase (Photinus pyralis), P08659; hit rate 6.9% among 360,000;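 note: potency is the fitted concentration of half-maximal effect; plate controls were vehicle for no effect and reference inhibitor for full effect; nearly all actives have a fitted effect of over 55% in size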
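Biochemical qHTS of compounds, final roughly 60 µM downward over six points, against 10 nM purified firefly luciferase using Km concentrations of substrates (10 uM D-luciferin, 10 uM ATP) in Tris acetate pH 7.5 buffer; luminescence output.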
Rab9 prom act = qHTS Assay for Rab9 Promoter Activators | Huh7 Rab9 promoter-luciferase reporter, luminescence, 24 h | hit rate 2.8% among 320,000 | Potency, µM (highest dose often 9.22 µM), for inactives: at the highest dose activation, negative = inhibition, actives largely listed as activators; note: potency is the fitted concentration of half-maximal effect; % of control where 0% means no effect; nearly all actives have a fitted effect of over 60% in size
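Steps: seed 1500 Huh7 Rab9-luc cells per well, rest 2 h at 37 °C; add compound in DMSO; incubate 24 h; add luciferase reagent, 10 min ambient; read luminescence.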
ELG1 genotox = qHTS screen for small molecules that induce genotoxicity in human embryonic kidney (HEK293T) cells expressing luciferase-tagged ELG1; AID 504466, 2011; Potency, µM (top dose mostly 46 µM), without a hit: at the top dose activity change, positive = activation, usual class: activators; hit rate 1.3% among 330,000; HEK293T ELG1-luciferase reporter, luminescence, 16 h; note: potency is the fitted concentration of half-maximal effect; % of control where 0% means no effect; nearly all actives have a fitted effect of over 60% in size
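Screening used a luciferase reporter fused to human ELG1 in HEK293T cells. Luminescence was read on a CCD plate imager after 16 hr exposure and 30 min ONE-Glo incubation.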
VP16 counter = VP16 counterscreen qHTS for inhibitors of ROR gamma transcriptional activity. Drosophila S2 Gal4-VP16 UAS-luciferase, luminescence, 20 h. Potency, µM (highest dose often 53.6 µM), for the others: at the highest dose activity, negative = inhibition, actives largely listed as inhibitors. hit rate 3.5% among 310,000. AID 2546, 2010;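 note: Gal4-VP16 expression switched on by copper sulfate through the metallothionein promoter; potency is the fitted concentration of half-maximal effect; % is set by controls: 0 for no effect and ±100 for the full control effect; nearly all actives have a fitted effect of over 50% in size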
BRCA1 expr up = qHTS Assay to Identify Small Molecule Activators of BRCA1 Expression; Potency, µM (series often up to 46.1 µM), inactives show at the top dose activation, usual class: activators; hit rate 1.1% among 380,000; MCF7-BRCA1-FFLuc reporter, luminescence, 48 h; response scale: scaled: vehicle 0%, 10 µM genistein 100%; note: potency is the fitted concentration of half-maximal effect; nearly all actives have a fitted effect of over 80% in size; some results filed as inactive show a strong effect at the top dose
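48 h compound treatment of MCF7-BRCA1-FFLuc cells (phenol-red free MEM, 37 °C), then 15 min with luciferase substrate and luminescence imaging.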
PKM2 act = qHTS Assay for Activators of Human Muscle isoform 2 Pyruvate Kinase. hit rate 0.34% among 260,000. Pyruvate kinase PKM (Homo sapiens), P14618. Potency, µM (top dose mostly 57.5 µM), inactives show top-dose activation, hits mostly activators. AID 1631, 2009. purified PKM2, Kinase-Glo ATP luminescence, activation; response scale: 0% is enzyme alone, no compound; note: potency is the fitted concentration of half-maximal effect; % is set by controls: 0 for no effect and ±100 for the full control effect; nearly all actives have a fitted effect of over 55% in size
Target sequence (P14618 whole entry, looked up, canonical isoform): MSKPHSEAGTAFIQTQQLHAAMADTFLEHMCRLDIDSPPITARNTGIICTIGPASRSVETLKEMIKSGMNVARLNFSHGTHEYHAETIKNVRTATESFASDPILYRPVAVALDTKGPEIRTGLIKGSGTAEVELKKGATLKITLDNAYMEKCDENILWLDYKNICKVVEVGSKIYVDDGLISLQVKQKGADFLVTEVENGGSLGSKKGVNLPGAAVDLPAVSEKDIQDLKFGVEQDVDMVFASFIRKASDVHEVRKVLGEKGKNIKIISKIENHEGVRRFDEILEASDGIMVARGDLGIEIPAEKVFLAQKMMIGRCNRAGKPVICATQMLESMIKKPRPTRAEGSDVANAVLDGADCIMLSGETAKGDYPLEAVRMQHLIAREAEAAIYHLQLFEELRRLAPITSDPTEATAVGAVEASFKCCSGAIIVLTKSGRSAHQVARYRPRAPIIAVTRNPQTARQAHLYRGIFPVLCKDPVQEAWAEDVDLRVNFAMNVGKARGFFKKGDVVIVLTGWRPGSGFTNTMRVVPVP
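ATP formation by purified human PK-M2, quantified via coupled luciferase luminescence after 1 h at room temperature with 0.1 mM ADP and 0.5 mM PEP final.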
Giardia killer = Small Molecules that selectively kill Giardia lamblia: qHTS. Giardia lamblia trophozoite viability. activity change, % at 7.66 µM, hits read low. hit rate 0.15% among 340,000; in the data active = activity change below about -80%; inconclusive = between about -30% and that limit;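 note: parasites exposed to compound for two days anaerobically before the ATP read; % is set by controls: 0 for no effect and ±100 for the full control effect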
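Luminescence from cellular ATP indicates surviving trophozoites (100 cells/well) following 48 hrs anaerobic compound treatment at 37 deg C; signal develops 15-30 min at room temperature.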
Menin-MLL TR inh = qHTS Assay for Inhibitors Targeting the Menin-MLL Interaction in MLL Related Leukemias: Competition With Texas Red Labeled MLL-derived Mutant Peptide; Potency, µM (doses to about 61.6 µM), for inactives: at the top dose FP activity change, negative = inhibition, usual class: inhibitors; hit rate 0.23% among 270,000; Menin + Texas Red MLL mutant peptide, fluorescence polarization; O00255; AID 1768, 2009; active = well fitted inhibition curve with a large enough effect in the polarisation, with a control signal flat, not every such curve was filed as active; inconclusive = small, poorly fitted or top-dose-only effect, or effect the other way, or a change in a side signal; inactive = no such curve, though single readings can be large or run the other way; the % refers to the polarisation; note: potency is the fitted concentration of half-maximal effect; % of control where 0% means no effect; many of its hits are not listed in these tables
Target sequence (O00255 whole entry, looked up): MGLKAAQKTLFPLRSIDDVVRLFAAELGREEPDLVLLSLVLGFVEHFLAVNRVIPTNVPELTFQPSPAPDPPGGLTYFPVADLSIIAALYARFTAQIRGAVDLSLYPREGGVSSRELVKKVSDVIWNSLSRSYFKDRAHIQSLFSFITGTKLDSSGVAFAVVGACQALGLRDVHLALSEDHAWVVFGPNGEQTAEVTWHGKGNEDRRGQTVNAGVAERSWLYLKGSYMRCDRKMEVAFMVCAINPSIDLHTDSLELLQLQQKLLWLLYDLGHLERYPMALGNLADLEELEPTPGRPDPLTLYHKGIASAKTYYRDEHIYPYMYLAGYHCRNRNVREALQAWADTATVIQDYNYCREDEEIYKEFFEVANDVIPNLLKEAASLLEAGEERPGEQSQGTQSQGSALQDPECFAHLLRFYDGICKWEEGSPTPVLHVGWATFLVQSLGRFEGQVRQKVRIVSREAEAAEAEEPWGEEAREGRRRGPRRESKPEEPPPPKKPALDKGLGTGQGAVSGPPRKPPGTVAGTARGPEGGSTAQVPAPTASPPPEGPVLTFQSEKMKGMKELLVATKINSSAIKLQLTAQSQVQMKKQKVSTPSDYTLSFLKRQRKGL
p53 reactivation = qHTS assay for re-activators of p53 using a Luc reporter; H1299 p53-A138V BP100-luciferase reporter, luminescence, 24 h; hit rate 0.063% among 320,000; Potency, µM (series often up to 92.2 µM), for the others: at the top dose activity change, positive = activation, hits mostly activators; AID 504706, 2011; note: potency is the fitted concentration of half-maximal effect; % of control where 0% means no effect; nearly all actives have a fitted effect of over 45% in size
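H1299 (p53-null), stable ts p53-A138V + BP100-Luc; 1000 cells/well, Opti-MEM/10% FBS; cpd 4 pt, 1:5; 24 h, 37 deg C, 5% CO2; detection reagent 10 min RT; luminescence.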
* hit, by the source's call; ? = inconclusive; nt = not tested or not shown; & = joins results of further samples; [ ] = remark or other dose. Unless noted, calls come from the whole dose curve; as a rule, active = well fitted curve in the direction sought with a large enough effect; inconclusive = small, poorly fitted or top-dose-only effect, or another doubt; inactive = no such curve, though single readings can be large; an effect the other way counts as inactive or inconclusive. This is a subset (hit frequency here may not be typical).

SMILES	NPC1 prom act	RORgamma inh	FLuc counter	Rab9 prom act	ELG1 genotox	VP16 counter	BRCA1 expr up	PKM2 act	Giardia killer	Menin-MLL TR inh	p53 reactivation
COc1ccc(Cl)cc1C(=O)Nc1ccc(S(=O)(=O)N2CCCC2)cc1	7%	8%	-1%	0%	5%	8%	-17%	-10%	-6	-16%	-7%
O=C1CSC(c2cccnc2)N1Cc1ccc(Cl)cc1Cl (configuration not stated)	-1%	25%	1%	-12%	-3%	-8%	-6%	7%	-14	nt	-3%
CCOC(=O)c1c(C)c(C)n(Cc2cccc(OC)c2OC)c1C	-5%	5%	-1%	-9%	?	3%	-50%	7%	-7	-20%	3%
O=C(CSc1ncccn1)c1ccccc1Br	1%	-43%	?	3%	17%	?	90%	10%	29	8%	6%
O=C(NCc1ccccc1)C(=O)NCC1CCCN1S(=O)(=O)c1cccs1 (configuration not stated)	-6%	nt	1%	-6%	2%	nt	25%	nt	15	nt	0%
Clc1cccc(-c2cc3nc4c(c(NCc5ccco5)n3n2)CCCC4)c1	3.5µM*	?	5.4µM*	2µM*	16%	-7%	89%	-3%	22	8%	?
CCOC(=O)C1=C(C)NC(=O)CC1c1cc2c(cc1Br)OCO2 (configuration not stated)	-2%	23%	6%	-9%	-2%	-2%	-8%	1%	31[activator]	-6%	-4%
Cc1cc(C)cc(N2CC(C(=O)OCC(=O)Nc3cc(C)on3)CC2=O)c1 (configuration not stated)	-2%	-16%	2%	0%	-1%	1%	-1%	12%	4	5%	3%
Cc1ccc2cc(C(c3nnnn3C3CCCC3)N(Cc3cccnc3)Cc3ccco3)c(=O)[nH]c2c1 (configuration not stated)	-2%	-23%	3%	0%	-4%	1%	-63%	5%	31[activator]	-16%	-4%
CCCC(C)C(=O)Nc1ccc(Cl)cc1Cl (configuration not stated)	0%	1%	0%	-4%	0%	7%	-20%	-6%	7	4%	0%
Cn1c(SCC(=O)c2ccc(F)cc2)nc2cccnc21	-3%	2%	-1%	-6%	4%	23%	7%	0%	-20	13%	1%
c1ccc(-c2cncn2-c2ccccc2)cc1	1%	nt	?	25%	0%	nt	?	nt	6	nt	18%
COCCN(CC(=O)Nc1cccc(C)c1C)C(=O)Cn1c(=O)cnc2ccccc21	-2%	nt	0%	-8%	3%	nt	2%	nt	-9	nt	0%
C=CCOc1ccc(/C=C/C(=O)OC(C)C(=O)Nc2ccc(NC(C)=O)cc2)cc1 (configuration not stated)	1%	nt	-17%	-1%	14%	nt	25%	nt	5	nt	-2%
Cc1cccc(CN2CCN(CCCc3ccccc3)CC2)c1	-22%	-2%	1%	-2%	-4%	-5%	nt	-3%	nt	-16%	1%
COC(=O)c1cc2occc2n1Cc1nc(-c2ccccc2C)oc1C	-3%	-3%	4%&-2%	-4%	2%	-10%	4%	-2%	26	?	-5%
C/C(N)=C(/C#N)C(=O)COc1ccc(Cl)cc1Cl	-1%	?	?	26%	?	7%	21%	-1%	-12	-2%	-1%
Fc1cccc(CSc2ccc(-c3ccc4c(c3)OCO4)nn2)c1	12%	43%	11µM*	17%	26%	6%	83%	-11%	-13	?	?
COc1ccc(S(=O)(=O)Cc2ccc(C(=O)NCc3cccnc3)o2)cc1	-2%	-27%	-1%	1%	-2%	-5%	-29%	-11%	-23	3%	3%
COc1ccc(OC2C(=O)N(c3ccc(F)cc3)C2c2ccc(OC)c(OC)c2)cc1 (configuration not stated)	-1%	3%	1%	-12%	-12%	0%	-5%	-1%	-2	2%	-10%
CC(C)CC(NC(N)=O)C(=O)NCCc1ccc(Cl)cc1Cl (configuration not stated)	1%	1%	-7%	2%	-2%	4%	-10%	-1%	-11	-5%	-3%
Nc1nc2n(n1)C(c1ccc(Cl)cc1)CC(c1ccc(F)cc1)N2 (configuration not stated)	-1%	-8%	-2%	-4%	0%	-1%	10%	0%	-4	-1%	-11%
CN(CC(=O)NC1CCCc2ccccc21)C1CCCCC1 (configuration not stated)	4%	4%	-3%	-1%	-4%	-13%	-6%	8%	6	-20%	-2%
Cc1cc(NC(=O)CSc2nc(C(C)C)nc3c2c(=O)n(C)c(=O)n3C)no1	0%	-22%	0%	-5%	-5%	-9%	9%	3%	-8	-14%	1%
CCC(Oc1ccccc1OC)C(=O)N1CC(=O)Nc2ccccc21 (configuration not stated)	1%	-1%	0%	6%	-1%	6%	2%	nt	-12	12%	-7%
(list continues)
SMILES	NPC1 prom act	RORgamma inh	FLuc counter	Rab9 prom act	ELG1 genotox	VP16 counter	BRCA1 expr up	PKM2 act	Giardia killer	Menin-MLL TR inh	p53 reactivation
CC(=O)N/C(=C\c1ccccc1)C(=O)OC(C)C(=O)c1ccccc1 (configuration not stated)	-4%	nt	-1%	-2%	-1%	nt	0%	nt	2	nt	4%
Cc1ccccc1C(=O)Nc1ccc(S(=O)(=O)N2CCN(C)CC2)cc1	0%	2%	2%	-5%	-1%	-3%	-8%	-2%	-19	16%	-8%
O=C(NC1(C(F)(F)F)C(=O)Nc2c1c(=O)[nH]c(=O)n2Cc1ccccc1)c1ccco1 (configuration not stated)	0%	-2%	-1%	-8%	9%	-8%	0%[1.84 µM]	-1%	-3	13%	-2%
Cc1cccc(C)c1NC(=O)Cn1nc(C)n2cccc2c1=O	1%	1%	0%	0%	-1%[9.26 µM]	-1%	0%	nt	15	-1%	-5%
O=C(O)/C(=C\c1ccccc1)c1ccccc1	0%	27%	-11%	-6%	0%	-1%	0%	-7%	-10	nt	2%
COc1ccccc1CNC(=O)[C@H](C)NC(=O)C1CCN(C(=O)[C@@H](N)CCSC)CC1	1%	-20%	-3%	-4%	-3%	7%	7%	-1%	5	-25%	13%
O=C(Nc1nnc(CSCc2ccc(F)cc2)s1)c1cccc([N+](=O)[O-])c1	3%	11µM*	-1%	-3%	-9%	20µM*	-38%	-6%	-12	?	-2%
O=C(O)C(=O)Cc1c[nH]c2ccccc12	7%	1%	-19%	-3%	3%	-6%	-40%	-1%	-10	12%	11%
[O-]/C(=C(\C(=S)Nc1ccc(SC(F)F)cc1)[n+]1cccc(CO)c1)c1ccc(Cl)s1	-1%	?	?	0%	7%	0%	7%	-1%	-5	?	-1%
Oc1ccc(-c2nnc(-c3ccc(O)cc3)nn2)cc1	3.2µM*	11µM*	2.7µM*	4µM*	18%	?	?	-1%	-16	?	?
C=CCOc1ccccc1CNc1ccc2[nH]c(=O)[nH]c2c1	0%	7%	1%	-1%	-7%	-7%	-18%	2%	-4	-4%	-2%
O=C1N=C(N2CCOCC2)S/C1=C/c1ccc(-c2ccccc2Cl)o1	-3%	9%	0%	-6%	0%	3%	-12%	4%	9	1%	-3%
CC(C)(C)c1ccc(OCc2cnc(Cl)s2)cc1	17%	?	13µM*	?	?	0%[10 µM]	0%	0%	-11	2%	1%
COc1ccc(/C=N/N=C2\SC(CC(=O)O)C(=O)N2c2ccccc2)c(OC)c1 (configuration not stated)	-2%	6%	?	-6%	1%	0%	1%	-1%	5	9%	-5%
COc1cccc(CNC(=O)c2ccc3c(c2)S(=O)(=O)N=C2CCCCCN23)c1	2%	-28%	1%	5%	11%	3%	2%	-9%	5	nt	-1%
CC(NC(=O)COC(=O)C1CSC2(C)CCC(=O)N12)C12CC3CC(CC(C3)C1)C2 (configuration not stated)	-2%	12%	-1%	-7%	2%	9%	6%	-2%	-10	-15%	1%
O=S(=O)(c1cccc(S(=O)(=O)N2CCCC2)c1)N1CCCCC1	-5%	8%	-1%	3%	-3%	-12%	4%	nt	7	4%	-6%
C/C(CC(=O)Nc1ccccn1)=N\NC(=O)C(=O)Nc1cccc(C)c1	1%	-1%	-18%	-2%	2%	-7%	15%	0%	-14	-18%	0%
COc1ccc(C(=O)NNC(=O)CCc2ccccc2OC)cc1	-4%	-2%	-1%	4%	0%	-4%	8%	3%	10	0%	0%
CC(C)NS(=O)(=O)c1ccc(NC(=O)C(C)OC(=O)CCC2CCCC2)cc1 (configuration not stated)	-6%	nt	-1%	2%	0%	nt	3%	nt	0	nt	-12%
Cc1ccn(C(=O)c2cc3ccccc3oc2=O)n1	0%	21%	0%	13%	5%	4%	nt	0%	nt	7%	-1%
CN1CCN(S(=O)(=O)c2ccc(N3CCc4ccccc4C3)nc2)CC1	3%	-9%	4%	5%	-7%	5%	51%	-3%	-9	11%	2%
